NR2F2 inh – NR2F2 transcriptional activity inhibitors, primary screen, cell-based, luciferase reporter, HEK293T, luminescence. COUP transcription factor 2 (Homo sapiens), P24468. HEK293T NGFI-A luciferase reporter. inhibition, % at 8.6 µM. 0.7% of 370,000 active. AID 686940, 2013;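 active = inhibition above a per-plate cutoff, mean inhibition of test wells between control levels plus 3 SD, cut at about 38% in these data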;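 note: cells cotransfected with COUP-TFII expression vector driving the NGFI-A reporter; 0% = median of COUP-TF2 test wells and 100% = reporter-only cells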
Target sequence (P24468 whole entry, looked up): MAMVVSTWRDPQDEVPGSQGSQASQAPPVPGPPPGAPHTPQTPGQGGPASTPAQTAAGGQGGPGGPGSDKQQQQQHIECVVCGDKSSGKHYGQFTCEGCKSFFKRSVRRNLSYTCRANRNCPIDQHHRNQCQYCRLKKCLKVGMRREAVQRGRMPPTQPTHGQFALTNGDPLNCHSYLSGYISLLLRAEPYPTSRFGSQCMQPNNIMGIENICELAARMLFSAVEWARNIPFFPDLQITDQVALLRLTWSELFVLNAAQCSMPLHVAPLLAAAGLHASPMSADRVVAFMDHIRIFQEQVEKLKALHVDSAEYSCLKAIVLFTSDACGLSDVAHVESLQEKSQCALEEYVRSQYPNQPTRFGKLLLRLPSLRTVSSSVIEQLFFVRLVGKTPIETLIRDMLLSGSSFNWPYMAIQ
Exocytosis inh – LAMP-1 surface exposure blockers, TALL-104 cells – cell-based, flow cytometry, MLPCN library, primary screen. TALL-104 LAMP-1 surface exposure; cells stimulated with thapsigargin and PMA. inhibition, % at 10 µM. 0.66% of 360,000 active;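 active = inhibition above about 55%, limit read from the data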
NR5A2 inv ag – LRH-1 (NR5A2) inverse agonists, primary screen, cell-based, luminescence, HEK293T, StAR-luciferase reporter | Nuclear receptor subfamily 5 group A member 2 (Homo sapiens), O00482 | LRH-1 transfected, 24 h | inhibition, % at 3.6 µM | 0.13% of 360,000 active | AID 602396, 2012;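 active = inhibition above the mean inhibition of all tested compounds plus 3 SD, cut at about 73% in these data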;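 note: 0% = DMSO wells and 100% = reporter-only cells lacking LRH-1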
Target sequence (O00482 whole entry, looked up): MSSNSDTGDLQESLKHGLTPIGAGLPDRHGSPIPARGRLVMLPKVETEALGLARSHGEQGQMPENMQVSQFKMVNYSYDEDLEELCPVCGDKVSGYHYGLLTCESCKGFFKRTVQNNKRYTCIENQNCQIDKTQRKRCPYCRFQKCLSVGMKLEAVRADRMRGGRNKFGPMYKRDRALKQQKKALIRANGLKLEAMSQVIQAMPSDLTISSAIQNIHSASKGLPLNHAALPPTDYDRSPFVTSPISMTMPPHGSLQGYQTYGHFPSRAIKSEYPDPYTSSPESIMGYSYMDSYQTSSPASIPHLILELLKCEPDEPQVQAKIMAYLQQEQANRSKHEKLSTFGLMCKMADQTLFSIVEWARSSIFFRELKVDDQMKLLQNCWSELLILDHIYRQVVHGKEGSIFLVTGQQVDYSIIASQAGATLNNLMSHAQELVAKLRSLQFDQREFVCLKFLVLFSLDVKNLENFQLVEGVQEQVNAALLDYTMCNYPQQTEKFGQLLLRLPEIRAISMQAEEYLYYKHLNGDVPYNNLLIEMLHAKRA
SRC2 inh – inhibition of GAL4-SRC2 driven luciferase reporter, primary screen, SRC2 inhibitor project, cell-based, luminescence; 0.17% of 370,000 active; Nuclear receptor coactivator 2 (Homo sapiens), Q15596; HEK293 GAL4-SRC2 luciferase reporter; AID 651957, 2012; inhibition, % at 9 µM;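 active = inhibition above the mean inhibition of all tested compounds plus 3 SD, set per campaign, cut at about 52% in these data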;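 note: 0% = DMSO treated cells and 100% = cells given Gossypol at 36 µM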
NOD2 RIPK2 PPI – NOD2-RIPK2 binding disruptors in cells, primary screen, fluorescence, CHO cells, BLA complementation | Receptor-interacting serine/threonine-protein kinase 2 (Homo sapiens), O43353 | CCF4 ratio | inhibition, % at 4.98 µM | 0.38% of 360,000 active | AID 624267, 2012; in the data active = inhibition above about 21%;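 note: 0% = vehicle only and 100% = reference blocker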
SRC1 inh – SRC1 coactivator transcriptional activity inhibitors, primary screen, cell-based, luminescence; Nuclear receptor coactivator 1 (Homo sapiens), Q15788; HEK293 GAL4-SRC1 luciferase reporter; inhibition, % at 3.6 µM; 0.12% of 360,000 active;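 active = inhibition above the campaign mean plus 3 SD, with each screening campaign given its own cutoff, cut at about 60% in these data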;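 note: 0% = DMSO treated cells and 100% = gossypol at 36 µM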
TROY signal inh – inhibitors of TROY-driven NF-kB signaling, primary screen, Q293 LMP1-TROYcd cells, NF-kB luciferase, uHTS; AID 1347056, 2019; inhibition, % at 10 µM; 0.98% of 360,000 active; Q293 LMP1-TROYcd NF-kB luciferase reporter, 4 h;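 active = compounds whose plate-normalised and pattern-corrected inhibition of the luciferase reporter signal at the single screening dose is 50% or more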
TWEAK-Fn14 inh – inhibitors of TWEAK-Fn14 signaling, primary screen, luciferase reporter cells, uHTS. TWEAK-stimulated Fn14 reporter cells, luciferase luminescence, 8 h. inhibition, % at 10 µM. 2% of 360,000 active. AID 1159606, 2016; in the data active = inhibition above about 50%
TLR9-MyD88 block – inhibitors of TLR9-MyD88 association in cells, primary screen, cell-based, CHO, BLA complementation, fluorescence. inhibition, % at 4.98 µM. CCF4 FRET ratio. AID 504734, 2011. Toll-like receptor 9 (Homo sapiens) + Myeloid differentiation primary response protein …. 0.21% of 340,000 active;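 active = inhibition above the mean over all tested compounds plus 3 SD, cut at about 21% in these data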;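 note: 0% = DMSO only wells and 100% = clavulanate BLA inhibitor control wells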
ABHD5 PLIN5 PPI – ABHD5-PLIN5 interaction inhibitors, primary screen, cell lysate, split luciferase complementation, luminescence; inhibition, % at 4 µM; Split G. princeps luciferase complementation, 4 h; 0.78% of 360,000 active; Perilipin-5 (Homo sapiens) + 1-acylglycerol-3-phosphate O-acyltransferase ABHD5 (Homo …; AID 602281, 2012;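 active = inhibition above the mean inhibition across every tested compound plus 3 SD, cut at about 22% in these data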;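 note: 0% = DMSO only wells and the 100% control is not disclosed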
SRC3 inh – SRC3 coactivator transcriptional activity inhibitors, primary screen, cell-based, luminescence; HEK293 GAL4-SRC3 luciferase reporter; inhibition, % at 3.6 µM; 0.17% of 360,000 active; AID 588352, 2011;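 active = inhibition above a per-campaign cutoff, the mean of all compounds plus 3 SD, cut at about 60% in these data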;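 note: 0% = DMSO-treated cells and 100% = gossypol-treated cells at 36 µM; higher means less SRC3-driven luciferase light from the GAL4 reporter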
The depositor's hits bear a star; . = not tested or not shown.

SMILES	NR2F2 inh	Exocytosis inh	NR5A2 inv ag	SRC2 inh	NOD2 RIPK2 PPI	SRC1 inh	TROY signal inh	TWEAK-Fn14 inh	TLR9-MyD88 block	ABHD5 PLIN5 PPI	SRC3 inh
CC(=O)c1cc2c(C)cc(=O)oc2cc1O	-3	9	-11	28	-1	30	-7	26	8	-2	27
COc1ccc2oc(=O)cc(-c3cc4cccc(OC)c4o3)c2c1	-14	0	-3	-23	11	1	3	6	-4	2	-1
COc1ccc(NC(=O)c2cc3n(n2)C(C(F)(F)F)CC(c2ccc4c(c2)OCO4)N3)cc1OC (stereo unspecified)	.	-2	-5	.	0	17	13	23	5	-7	24
Cn1c(SCc2cc(=O)[nH]c(C(C)(C)C)n2)nnc1C(F)(F)F	3	-2	4	3	-8	-2	9	4	7	-4	5
N#CC1=C(N)NC(SCC(=O)c2ccc(Br)cc2)=C(C#N)C12CCCCC2	4	1	24	-15	1	-13	25	9	1	2	0
COc1ccccc1NS(=O)(=O)c1ccc(C(=O)N2CCN(c3ccccn3)CC2)cc1	9	8	-5	19	-5	15	10	0	1	-13	-3
CCc1c(C)nc2c(C#N)c[nH]n2c1=O	9	1	10	8	-11	6	4	-1	-1	5	8
CCOC(=O)C1CCCN(S(=O)(=O)c2ccc(OC)cc2)C1 (stereo unspecified)	15	4	2	-23	10	7	7	-9	-3	3	13
Cc1ccc(NS(=O)(=O)c2cccc(C(=O)N3CCCC(C)C3)c2)cc1 (stereo unspecified)	9	-2	15	-37	-2	-5	4	-3	-4	-2	8
CCOC(=O)/C=C/C(=O)Nc1ccccc1C(=O)NC1CCCCC1	-11	-2	-6	-15	-4	-100	-1	14	-5	-1	9
CCOC(=O)N1CCN(C(=O)C[C@@H]2C[C@@]3(C(=O)OCC)CCC=C3N(Cc3ccc4c(c3)OCO4)C2=O)CC1	3	7	-5	-11	-1	.	-10	-1	.	-7	.
Cc1ccc(S(=O)(=O)N2C[C@H]3n4c(=O)ccc(=O)n4C[C@H](OC(=O)NCC4CCCCC4)[C@@]3(O)C2)cc1	-9	-6	31	17	12	16	16	61*	-11	26*	9
Cc1cc(C)c(CN2CCN(C(=O)Cn3cnc4c(NCc5ccccc5)ncnc43)CC2)c(C)c1	80*	9	47	5	-9	33	36	44	-9	7	15
COc1ccc(CC(=O)Nc2nc(OCC(F)(F)F)cnc2-c2ccc(Cl)cc2Cl)cc1	9	-6	16	12	1	17	4	3	.	-2	1
Cc1nn(Cc2cccc(C(=O)Nc3ccn(Cc4ccccc4F)n3)c2)c(C)c1[N+](=O)[O-]	15	0	9	1	6	-3	30	20	-8	-9	12
Cc1ccc2oc(=O)c3cc(C(=O)NCCCN4CCCCCC4)sc3c2c1	16	21	0	8	-4	15	-35	-38	3	17	4
Cc1ccc(C(=O)NNC(=O)c2ccncc2)cc1S(=O)(=O)N1CCOCC1	3	3	-7	15	4	-8	11	-2	-2	-1	4
O=S(=O)(c1ccccc1)N1CCN(C(=S)NCCCN2CCOCC2)CC1	11	0	0	1	-7	-12	-16	-7	2	0	-6
Cc1cccc2c(=O)cc(C(F)(F)F)[nH]c12	1	8	17	-20	0	13	17	28	6	1	17
CCOC(=O)N1CCN(C(=O)CCCOc2ccccc2)CC1	-39	-2	-104	-57	-3	-92	-25	-6	-4	0	-85
CCNC(=O)CC1C(=O)N(c2ccccc2)C(=O)N1CCc1ccc(OC)cc1 (stereo unspecified)	-11	-2	-9	21	-4	-38	1	6	-5	-4	-8
COc1ccc(OC)c(-c2[nH]nc3c2C(c2ccco2)C(C#N)=C(N)O3)c1 (stereo unspecified)	24	11	-2	-29	-1	1	3	7	-6	-1	1
Cc1nc2ccccc2n1CCN1CCOCC1	-16	0	9	-16	-9	-8	-5	5	7	5	10
O=C(CN(C(=O)CCC(=O)Nc1ccccn1)c1cccc(F)c1)NCc1ccco1	-4	-8	-5	-4	-5	19	7	22	-2	5	-14
CCc1sc(C(=O)N2CCN(c3ccc(F)cc3)CC2)cc1C	7	-5	-3	5	-9	-14	-17	1	-5	0	5
Cc1nc2c(-c3ccc(F)cc3)c(C)nn2c(C)c1CCC(=O)Nc1ccccc1	7	-4	-14	23	-5	-2	26	8	-7	6	9
COc1ccccc1N1CCN(CCN2C(=O)C3CCCCN3C2=O)CC1 (stereo unspecified)	17	-6	2	-13	4	10	-15	0	2	-4	-4
O=C(c1ccc(NS(=O)(=O)c2cccc3cccnc23)cc1)N1CCCCC1	10	-5	-4	7	15	-15	1	-8	3	-1	-6
O=C(Nc1cccc(OC(F)(F)F)c1)C1Cc2c(-c3cccc(F)c3)ccnc2O1 (stereo unspecified)	25	4	24	14	-4	9	2	-52	.	-16	0
C=C1c2ccccc2NC(=S)N1Cc1ccc2c(c1)OCO2	-14	0	-40	-76	-10	-84	0	13	9	1	-38

Marked active in NR2F2 inh (from the list above):
mol | NR2F2 inh | Exocytosis inh | NR5A2 inv ag | SRC2 inh | NOD2 RIPK2 PPI | SRC1 inh | TWEAK-Fn14 inh | TLR9-MyD88 block | ABHD5 PLIN5 PPI | SRC3 inh
Cc1cc(C)c(CN2CCN(C(=O)Cn3cnc4c(NCc5ccccc5)ncnc43)CC2)c(C)c1 | 80* | 9 | 47 | 5 | -9 | 33 | 44 | -9 | 7 | 15

Next compounds follow:
SMILES	NR2F2 inh	Exocytosis inh	NR5A2 inv ag	SRC2 inh	NOD2 RIPK2 PPI	SRC1 inh	TROY signal inh	TWEAK-Fn14 inh	TLR9-MyD88 block	ABHD5 PLIN5 PPI	SRC3 inh
CN1CCN(S(=O)(=O)c2ccc(NC(=O)Cc3cccs3)cc2)CC1	.	-2	17	.	-6	0	7	-1	-6	-12	18
Cc1ccc(-c2nnn(CC(=O)N(CC3CCCO3)C(C(=O)NC3CCCCC3)c3ccc(F)cc3)n2)o1 (stereo unspecified)	16	-1	10	2	-4	8	-5	-5	5	-7	9
c1cnc2nc(-c3ccc4c(c3)OCO4)cn2c1	-18	-1	-91	-71	6	-69	-23	-4	0	-4	-50
O=[N+]([O-])c1ncccc1OCc1ccc(Cl)c(Cl)c1	-56	16	-52	-4	-6	-84	-66	-7	-2	-8	-56
COc1ccc(N2CCCn3c2nc2c3c(=O)n(Cc3ccccc3F)c(=O)n2C)c(OC)c1	4	0	7	15	-1	5	4	11	-2	4	-2
CC(C(=O)O)C(=O)O	-18	-1	5	-22	-11	6	1	-10	-9	1	-1
Nc1nc(Cl)nc2ccc(Br)cc12	8	-2	-16	17	3	44	71*	75*	-12	-1	32
CC(C)(C)NC1=NCCNC(c2ccccc2)=C1	-15	-8	-17	3	12	-16	-4	13	6	9	4
CCC(C(=O)NC(C)(C)C)n1c(-c2ccc3c(c2)OCO3)nc2ccccc21 (stereo unspecified)	-4	2	1	-18	-3	.	.	.	.	1	.
Cc1noc(C)c1NC(=O)N(C)C[C@@H]1Oc2cc(Br)ccc2S(=O)(=O)N([C@H](C)CO)C[C@@H]1C	16	2	-29	-26	4	-14	0	8	5	1	11
COc1ccc(OC)c(S(=O)(=O)Nc2ccc(C)c(C)c2)c1	6	3	-4	-4	-14	2	-5	-13	7	3	8
COC(=O)/C(=C/c1ccccc1)NC(=O)c1ccco1	-7	2	18	-6	-7	8	5	-5	-15	-1	17
COc1cc(/C=C(/Sc2nnc(-c3ccc(F)cc3)o2)C(=O)O)ccc1OC(F)F	-7	-1	-14	-5	-5	-3	-3	-16	4	3	18
CCNc1c(NS(=O)(=O)c2ccc(F)c(Cl)c2)c(=O)oc2ccccc12	-4	12	-6	-18	10	-1	-34	10	3	-11	10
CCOC(=O)c1c(NC(=O)COc2ccccc2)sc2c1CC(C)(C)NC2(C)C	-2	42	8	14	10	-4	23	8	-1	-1	-5
O=C(C[n+]1cc(Br)cc(Br)c1)c1ccc(-c2ccccc2)cc1	5	-7	12	-56	-17	-9	4	19	-5	14	0
Cc1cc(C(C)(C)C)cc(C)c1C[n+]1ccc2ccccc2c1	66*	-6	61	1	1	44	37	35	3	6	56
CC(=O)N1CCN(c2ccc(Oc3ncnc4sccc34)cc2)CC1	16	1	-10	21	1	27	23	14	-10	1	34
O=C1NC2(CCCCC2)C(=O)N1Cc1cccc(C(F)(F)F)c1	-6	3	14	23	6	-5	13	2	1	-1	3
CC(C)Cc1nc2oc3c(=O)[nH]cnc3c2c2c1CCC2	-8	0	11	2	5	3	-9	19	-3	6	6
CCCCn1c(SCc2ccccn2)nc2c1c(=O)n(C)c(=O)n2C	-10	9	-2	-36	-5	-12	5	13	-3	-6	6
Cc1snc(SCc2ccc(Cl)cc2)c1C#N	-14	-15	2	1	-9	-9	-16	-14	-6	-2	-2
CCCCOC(=O)NC1CCS(=O)(=O)C1 (stereo unspecified)	2	-2	-10	-19	-3	-24	-12	-3	5	-1	12
CCCc1cc(C(=O)Nc2sc(C(C)=O)c(C)c2C(=O)OCC)no1	3	-1	-20	-11	-1	-3	0	-35	-6	-8	6
CC(=O)c1cc(C)ccc1OC(=O)c1ccco1	-9	1	9	-23	-1	2	10	10	0	4	16
COc1ccc(C(=O)COC(=O)CCS(=O)(=O)c2ccc(C)cc2)c(OC)c1	-11	-8	-14	-7	-3	3	-9	7	0	-7	-9
CCC1CCCCN1CCCNC(=O)c1ccc(N2CCOCC2)c(NS(=O)(=O)c2ccc(OC)cc2)c1 (stereo unspecified)	-1	-2	0	13	-1	-9	-1	-4	-15	2	12
CN1CCN(C(=O)C2=C[C@H](c3ccc(C(F)(F)F)cc3)C[C@H](OCc3ccc(CO)cc3)O2)CC1	15	-4	-17	0	1	11	-9	-10	0	3	-15
CCOC(=O)c1cc(S(=O)(=O)NCCc2ccccc2)cn1C	-5	0	17	-1	-24	-17	4	0	11	4	11
Cc1cc(C(=O)N/N=C/c2ccccc2)c(C)o1	-11	-3	-42	-81	-13	-25	-12	-19	-5	-6	-36
COc1ccc(NS(=O)(=O)c2cccc3nonc23)c(OC)c1	7	-2	24	6	-10	-16	7	2	-2	1	12
CCC(C)C(=O)Nc1nnc(SCC(=O)N2C(C)CCCC2C)s1 (stereo unspecified)	-4	4	10	0	-10	9	-10	1	-5	0	7
O=[N+]([O-])c1ccc2nc(NS(=O)(=O)c3ccc(F)cc3)sc2c1	4	19	0	-51	2	-1	0	11	-7	-4	2
Cn1c(=O)c2ccccc2n2c(=S)[nH]nc12	1	-5	-21	-4	-10	16	-13	16	-7	-11	-8
O=C(/C=C/c1ccc(Cl)cc1)NCCN1CCOCC1	16	2	-14	2	2	-6	3	7	-5	-5	-12

Compound activity (PubChem BioAssay)

Only part of the results is shown (hit frequency here may not be typical).
